RORgamma inh: ROR gamma (mouse) transcription inhibition. Potency, µM (series often up to 53.6 µM), inactives show at the highest dose activity change, negative = inhibition, actives largely listed as inhibitors. Drosophila S2 Gal4-RORgamma UAS-luciferase reporter, 20 h. 310,000 tested, 5.4% active. P51450; further: potency means the concentration at half of the fitted maximal effect; on the % scale 0 is the no-effect control and ±100 the full control effect; nearly all actives have a fitted effect of over 60% in size
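Using a luciferase readout, inhibitors were identified by reduced reporter activity in Drosophila cells coexpressing a copper-inducible Gal4–ROR gamma fusion and UAS-driven Photinus luciferase, incubated 20 hr after 700 uM copper sulfate.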
Menin-MLL TR inh: menin-MLL binding inhibition, Texas Red mutant peptide; Menin + Texas Red MLL mutant peptide, fluorescence polarization; Potency, µM (titrated, usually from 61.6 µM), without a hit: top-dose FP activity change, negative = inhibition, usual class: inhibitors; 270,000 tested, 0.23% active; active means well fitted inhibition curve with a large enough effect in the polarisation, with a control signal flat, not every such curve was filed as active; inconclusive means small, poorly fitted or top-dose-only effect, or effect the other way, or a change in a side signal; inactive means no such curve, though single readings can be large or run the other way; the % refers to the polarisation; further: potency means the concentration at half of the fitted maximal effect; % of control where 0% means no effect; many of its hits are not listed in these tables
Target sequence (O00255 whole entry, looked up): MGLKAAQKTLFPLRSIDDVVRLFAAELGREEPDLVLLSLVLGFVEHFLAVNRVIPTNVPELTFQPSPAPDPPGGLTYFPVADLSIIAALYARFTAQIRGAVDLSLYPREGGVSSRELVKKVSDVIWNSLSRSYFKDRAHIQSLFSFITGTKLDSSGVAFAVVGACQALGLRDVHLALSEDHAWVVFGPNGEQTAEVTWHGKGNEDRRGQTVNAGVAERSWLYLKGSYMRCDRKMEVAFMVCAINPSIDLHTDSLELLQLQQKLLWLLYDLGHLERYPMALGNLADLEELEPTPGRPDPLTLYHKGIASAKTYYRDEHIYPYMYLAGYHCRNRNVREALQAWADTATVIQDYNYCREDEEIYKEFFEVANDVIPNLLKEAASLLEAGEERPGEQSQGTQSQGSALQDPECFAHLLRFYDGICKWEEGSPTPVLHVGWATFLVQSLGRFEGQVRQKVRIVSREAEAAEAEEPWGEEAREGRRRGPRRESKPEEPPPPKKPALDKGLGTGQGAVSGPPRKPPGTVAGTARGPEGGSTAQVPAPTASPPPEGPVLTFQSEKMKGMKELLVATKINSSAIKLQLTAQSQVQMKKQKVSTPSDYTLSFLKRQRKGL
p53 reactivator: restores transcriptional activity of mutant p53; H1299 p53-A138V BP100-luciferase reporter, luminescence, 24 h; Potency, µM (series often up to 92.2 µM), for inactives: at the top dose activity change, positive = activation, hits mostly activators; 320,000 tested, 0.063% active; further: potency means the concentration at half of the fitted maximal effect; % of control where 0% means no effect; nearly all actives have a fitted effect of over 45% in size
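H1299 (p53-null), stable ts p53-A138V + BP100-Luc; 1000 cells/well, Opti-MEM/10% FBS; cpd 4 pt, 1:5; 24 h, 37 deg C, 5% CO2; detection reagent 10 min RT; luminescence.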
Gal4-VP16 FLuc: Gal4-VP16 reporter inhibition counter-screen | Potency, µM (series often up to 53.6 µM), inactives show at the top dose activity, negative = inhibition, usual class: inhibitors | 310,000 tested, 3.5% active | Drosophila S2 Gal4-VP16 UAS-luciferase, luminescence, 20 h;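 further: Gal4-VP16 expression switched on by copper sulfate through the metallothionein promoter; potency means the concentration at half of the fitted maximal effect; on the % scale 0 is the no-effect control and ±100 the full control effect; nearly all actives have a fitted effect of over 50% in size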
BRCA1 expr up: increases BRCA1 expression | MCF7-BRCA1-FFLuc reporter, luminescence, 48 h; response scale: scaled: vehicle 0%, 10 µM genistein 100% | Potency, µM (series often up to 46.1 µM), without a hit: at the highest dose activation, hits mostly activators | 380,000 tested, 1.1% active | AID 624202; further: potency means the concentration at half of the fitted maximal effect; nearly all actives have a fitted effect of over 80% in size; some results filed as inactive show a strong effect at the top dose
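Quantitative HTS in MCF7 cells stably reporting BRCA1 expression via firefly luciferase. Compound treatment lasts 48 h at 37 °C in phenol-red free MEM. Activation is expressed relative to genistein at 10 microM and DMSO.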
Rab9 promoter act: Rab9 promoter activation; Huh7 Rab9 promoter-luciferase reporter, luminescence, 24 h; Potency, µM (top dose mostly 9.22 µM), for inactives: at the highest dose activation, negative = inhibition, hits mostly activators; 320,000 tested, 2.8% active; AID 485297; further: potency means the concentration at half of the fitted maximal effect; % of control where 0% means no effect; nearly all actives have a fitted effect of over 60% in size
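Promoter activation is measured as luciferase luminescence in Huh7 cells stably transfected with a Rab9 promoter–luciferase construct, following 24 h compound exposure at 37 °C and 10 min reagent incubation at ambient temperature.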
ELG1 genotox: genotoxicity induction in ELG1-luciferase HEK293T cells; Potency, µM (series often up to 46 µM), for the others: top-dose activity change, positive = activation, actives largely listed as activators; 330,000 tested, 1.3% active; HEK293T ELG1-luciferase reporter, luminescence, 16 h; AID 504466; further: potency means the concentration at half of the fitted maximal effect; % of control where 0% means no effect; nearly all actives have a fitted effect of over 60% in size
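DMSO vehicle served as control against compound-treated ELG1-luciferase HEK293T cells; exposure lasted 16 hr at 37 °C and 5% CO2, followed by ONE-Glo luminescence detection after 30 min.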
FLuc counter: inhibits or activates purified firefly luciferase, miR-21 counter-screen | P08659 | purified FLuc, Km substrates, luminescence inhibition | Potency, µM (highest dose often 57.5 µM), for the others: at the top dose activity change, negative = inhibition, usual class: inhibitors | 360,000 tested, 6.9% active;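 further: potency means the concentration at half of the fitted maximal effect; plate controls were vehicle for no effect and reference inhibitor for full effect; nearly all actives have a fitted effect of over 55% in size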
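Purified P. pyralis luciferase (10nM final) with 10uM D-luciferin and 10uM ATP (Km levels) in 50mM Tris acetate pH 7.5, 10mM Mg acetate, 0.01% Tween-20, 0.05% BSA; qHTS 6-point titration, ~60 µM downward; luminescence read.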
NPC1 promoter act: activators of NPC1 promoter. Huh7 NPC1 promoter luciferase reporter, 24 h. Potency, µM (series often up to 9.22 µM), for inactives: top-dose activation, usual class: activators. 320,000 tested, 2.4% active;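 further: potency means the concentration at half of the fitted maximal effect; % of control where 0% means no effect; nearly all actives have a fitted effect of over 60% in size; reporter is driven by a mutant NPC1 promoter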
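Luminescence from an NPC1 promoter-driven luciferase reporter in stably transfected Huh7 cells was measured after 24 h compound treatment at 37 °C, followed by 10 min ambient incubation with luciferase detection reagent.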
PKM2 activator: increases activity of human pyruvate kinase M2 | purified PKM2, Kinase-Glo ATP luminescence, activation; response scale: 0% is enzyme alone, no compound | AID 1631 | P14618 | Potency, µM (doses to about 57.5 µM), for inactives: top-dose activation, actives largely listed as activators | 260,000 tested, 0.34% active; further: potency means the concentration at half of the fitted maximal effect; on the % scale 0 is the no-effect control and ±100 the full control effect; nearly all actives have a fitted effect of over 55% in size
Target sequence (P14618 whole entry, looked up): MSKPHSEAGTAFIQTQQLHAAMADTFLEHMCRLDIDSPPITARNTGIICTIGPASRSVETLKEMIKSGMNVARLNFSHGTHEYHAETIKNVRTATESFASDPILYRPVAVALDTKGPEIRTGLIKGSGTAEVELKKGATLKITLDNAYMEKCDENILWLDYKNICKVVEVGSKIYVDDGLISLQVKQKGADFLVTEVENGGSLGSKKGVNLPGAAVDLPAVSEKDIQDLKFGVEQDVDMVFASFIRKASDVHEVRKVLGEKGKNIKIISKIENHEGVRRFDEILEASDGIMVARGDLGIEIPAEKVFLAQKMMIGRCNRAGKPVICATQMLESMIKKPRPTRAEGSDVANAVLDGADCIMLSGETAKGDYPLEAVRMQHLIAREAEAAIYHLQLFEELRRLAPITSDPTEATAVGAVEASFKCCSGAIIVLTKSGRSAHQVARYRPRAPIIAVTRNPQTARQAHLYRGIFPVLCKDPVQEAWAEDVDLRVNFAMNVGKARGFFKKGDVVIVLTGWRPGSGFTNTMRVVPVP
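Purified hPK-M2 (>95% pure) converted ADP (0.1 mM final) to ATP with 0.5 mM PEP in 50 mM imidazole pH7.2, KCl, MgCl2, Tween 20, BSA; 1 h at room temperature. ATP detected by Kinase-Glo luminescence.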
Giardia kill: kills Giardia lamblia; Giardia lamblia trophozoite viability; activity change, % at 7.66 µM, hits read low; 340,000 tested, 0.15% active; AID 540267; in the data active means activity change below about -80%; inconclusive means between about -30% and that limit;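 further: parasites exposed to compound for two days anaerobically before the ATP read; on the % scale 0 is the no-effect control and ±100 the full control effect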
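Giardia lamblia trophozoites (100 cells/well) were incubated with compounds for 48 h at 37 deg C under anaerobic conditions. Viability was read as ATP content by one-step luminescence after 15-30 min at room temperature.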
Active calls of the source: *; ? = inconclusive; / = no result given; & = joins results of further samples; [ ] = remark or other dose. Unless noted, the call rests on the fitted dose curve; in most records, active means well fitted curve in the direction sought with a large enough effect; inconclusive means small, poorly fitted or top-dose-only effect, or another doubt; inactive means no such curve, though single readings can be large; an effect the other way counts as inactive or inconclusive. A portion of the library; the hit share may differ from the screen's.

No. | molecule | RORgamma inh | Menin-MLL TR inh | p53 reactivator | Gal4-VP16 FLuc | BRCA1 expr up | Rab9 promoter act
1 | COc1cccc(CNC(=O)C(=O)NCCC2CCCCN2S(=O)(=O)c2ccc(C)cc2)c1 (stereo not drawn) | / | / | -2% | / | -69% | -18%
2 | COc1ccc(C)cc1NC(=O)CSc1nnc(CC(=O)Nc2ccccc2F)n1C | 12% | -13% | -2% | 0% | -8% | 3%
3 | COc1cccc(NC(=S)N2CCC(NC(=O)C3CCCCC3)CC2)c1 | -10% | -3% | 1% | 8% | -11% | 6%
4 | CCOC(=O)C(/C(C)=N/NC(=O)c1ccccc1[N+](=O)[O-])C(C)C (stereo not drawn) | -13% | -11% | 29% | -6% | -23% | 4%
5 | COc1ccc(NC(=O)c2ccc3ncsc3c2)c2ccccc12 | 37% | / | 3% | -7% | 3% | 14%
6 | COCCCC1CCN(C(=O)C2CCC(=O)N(CC3CCCCC3)C2)CC1 (stereo not drawn) | -4% | / | -6% | -6% | -10% | 0%
7 | CCN(CC(=O)Nc1ccc2c(c1)OCCO2)Cc1nc2cc(Cl)ccc2c(=O)[nH]1 | / | / | -2% | / | -18% | 3%
8 | COc1ccc(C(=O)CC(=O)C(=O)Nc2ccc(C)c(Cl)c2)cc1 | ? | -12% | 19% | ? | 26% | 0%
9 | CN1CCN(CC(=O)Nc2c(C(=O)c3ccccc3)oc3ccccc23)CC1 | -34% | -4% | -7% | 3% | -19% | 0%
10 | CCCn1c(-c2cccc([N+](=O)[O-])c2)nc2c1c(=O)[nH]c(=O)n2Cc1ccccc1 | -16% | 12% | -3% | 2% | -21% | -7%

No. | ELG1 genotox | FLuc counter | NPC1 promoter act | PKM2 activator | Giardia kill
1 | -2% | 0% | -13% | / | -12
2 | 1% | 2% | -2% | 2% | -3
3 | -7% | 7% | -2% | -10% | 5
4 | 1% | 0% | 0% | -1% | -12
5 | 1% | -14% | 12% | 2% | -5
6 | -4% | -2% | 0% | / | 15
7 | 2% | ? | -3% | / | -20
8 | -6% | 0% | -3% | / | 16
9 | -1% | 1% | -7% | -1% | -9
10 | 1% | -1% | -2% | -4% | -23

Next compounds.
No. | molecule | RORgamma inh | Menin-MLL TR inh | p53 reactivator | Gal4-VP16 FLuc | BRCA1 expr up | Rab9 promoter act
11 | COc1ccc(NC(=O)CN(c2ccc(C)cc2)S(=O)(=O)c2c(C)nn(C)c2C)cc1 | 14% | 7% | -4% | -5% | -29% | 14%
12 | O=C(OCCNC(=O)c1ccc2ccccc2n1)c1cccnc1 | 1% | 1% | -2% | 2% | -4% | 2%
13 | Cn1c(=O)c(Nc2ccc(Cl)cc2)c2c3c(cccc31)C(=O)c1ccccc1-2 | 9% | -8% | 3% | 9% | -42% | 13%
14 | Cc1ccccc1N(CC(=O)N/N=C/c1ccc(Cl)cc1)C(=O)c1ccccc1 | 22% | 1% | -5% | 25% | -57% | 1%
15 | Cc1cccc(C)c1NC(=O)COC(=O)c1ccccc1Nc1ccccc1 | 3% | 6% | -11% | 2% | -9% | -2%
16 | CCCCCOC(=O)Cn1c(SCC(=O)Nc2ccccc2)nc2c1c(=O)[nH]c(=O)n2C | 24% | 0% | -2% | 8% | -23% | 3%
17 | CN(C(=O)Cc1ccccc1)n1cnnc1 | -6% | 0% | -8% | 1% | 2% | -3%
18 | O=C(CCc1nnc(CCCCc2ccccc2)o1)N1CCCCC1CCO (stereo not drawn) | 1% | / | -2% | -13% | 1% | -4%
19 | Cc1cc(C)nc(Nc2nc(-c3ccccc3)cs2)n1 | 4.5µM* | 34%[activator] | ? | ? | -21% | 0.71µM*
20 | CCCCNC(=O)N1CCN(Cc2ccc(F)cc2)CC1 | 41% | -16% | -3% | -13% | -2% | -5%

No. | ELG1 genotox | FLuc counter | NPC1 promoter act | PKM2 activator | Giardia kill
11 | 2% | 0% | 0% | / | -4
12 | 1% | 1% | -1% | -9% | 14
13 | -5% | -2% | -30%[inhibitor] | -3% | 4
14 | -3% | ? | 6% | 4% | -2
15 | -1% | 0% | -1% | 0% | -8
16 | -2% | 3% | 3% | 13% | 15
17 | 3% | -6% | -3% | -13% | 6
18 | 0% | -2% | -5% | 0% | -9
19 | 1.6µM* | ? | ? | -5%[11.5 µM] | -21
20 | -3% | -2% | 0% | 4% | 43[activator]

(more compounds)
No. | molecule | RORgamma inh | Menin-MLL TR inh | p53 reactivator | Gal4-VP16 FLuc | BRCA1 expr up | Rab9 promoter act
21 | CC(C)(C)c1ccccc1NC(=O)c1ccco1 | 0% | 5% | -2% | 8% | -13% | -6%
22 | CCOCCCNCC(=O)Nc1ccccc1N1CCOCC1 | -11% | 0% | -4% | 1% | 0% | -1%
23 | COc1cc2cc(CN(CCc3cccc(C)c3)C(=S)NCCCN(C)C)c(=O)[nH]c2cc1OC | -28% | -6% | 2% | -9% | -28% | -3%
24 | CN1CCN(c2ccccc2NC(=O)c2ccc(F)cc2)CC1 | -1% | / | -6% | 3% | -7% | -4%
25 | COc1ccc(C(=O)NCC(=O)OCC(=O)Nc2cc([N+](=O)[O-])ccc2F)cc1 | 0% | 14% | -1% | 0% | -12% | 1%
26 | O=C(c1ccc(S(=O)(=O)N2CCOCC2)cc1)N1CCN(C2=NS(=O)(=O)c3ccccc32)CC1 | -18% | 18% | 3% | 4% | 3% | -1%
27 | O=C(Cc1ccccc1)NCC(=O)N/N=C/c1ccc(Cl)cc1 | 0% | 11% | 0% | -13% | 8% | -1%
28 | O=C(COC(=O)C1CC(=O)N(c2ccc3c(c2)OCCO3)C1)Nc1ccc2c(c1)CCC2 (stereo not drawn) | 16% | 1% | 14% | 3% | 15% | 13%
29 | Cc1cc(C)n2nc(SCC(=O)NCc3ccco3)nc2n1 | 7% | -1% | -19% | 1% | 1% | -9%
30 | Cc1nccn1CC(=O)c1ccc(O)c(O)c1 | / | / | 3% | / | 11% | -1%

No. | ELG1 genotox | FLuc counter | NPC1 promoter act | PKM2 activator | Giardia kill
21 | -1% | 1% | 8% | -5% | 1
22 | -1% | 3% | 1% | 2% | -8
23 | -1% | 1% | -4% | -2% | 14
24 | -1% | -4% | -1% | -1% | -13
25 | 12% | 24µM* | -2% | -3% | 9
26 | -1% | -2% | -2% | 0% | 0
27 | 0% | -1% | -2% | 1% | 0
28 | 3% | -14% | 1% | 0% | 12
29 | -2% | -1% | 2% | 4% | 1
30 | 4% | 0% | -1% | / | 39[activator]

New compounds follow.
No. | molecule | RORgamma inh | Menin-MLL TR inh | p53 reactivator | Gal4-VP16 FLuc | BRCA1 expr up | Rab9 promoter act
31 | COc1ccc(C)cc1NS(=O)(=O)c1cccc2nonc12 | 21% | 11% | 0% | -1% | -19% | -1%
32 | CCC(C)c1ccc(S(=O)(=O)N2CCN(CC(O)COCC3CCCO3)CC2)cc1 (stereo not drawn) | / | / | -2% | / | -2% | -4%
33 | O=C(CSc1nccn1-c1ccccc1)NCc1ccc(F)cc1 | -10% | 0% | -2% | -9% | -7% | 4%
34 | Cc1ccc(NS(=O)(=O)c2c(C(=O)N3CCOCC3)c(C)n(C)c2C)cc1C | -21% | -9% | -6% | -4% | 4% | -1%
35 | CCCN(CCC)CCc1cccc2c1CC(=O)N2 | -8% | -3%&1% | / | -1% | / | 12%[46.1 µM]
36 | CC(C)C[C@H]1CN=C(Nc2ccccc2)N1CC(C)C | / | / | -5% | / | 1% | -5%
37 | CC(C)CCn1cnc2c([nH]c3cccc(Cl)c32)c1=O | 6% | 10%[11.7 µM] | 1% | -1% | -23% | 9%
38 | Oc1ccccc1C1CC(c2cccs2)=NC(c2ccc(Cl)cc2)N1 (stereo not drawn) | ? | ? | 3% | 18% | -64% | ?
39 | COc1ccc2oc(C(=O)CCC(=O)O)c(N)c2c1 | -12% | -1%[11.7 µM] | -1% | -7% | 2% | -9%
40 | CC(=O)Nc1ccc(S(=O)(=O)Nc2ccccc2C(=O)N2CCOCC2)cc1 | -8% | -7% | 0% | 4% | -9% | -7%
41 | Cc1cc(C=O)c(C)n1-c1ccc(NC2CCCC2)c([N+](=O)[O-])c1 | -47% | ? | -6% | -30% | -23% | 6%

No. | ELG1 genotox | FLuc counter | NPC1 promoter act | PKM2 activator | Giardia kill
31 | -5% | 1% | 6% | -13% | 2
32 | 0% | 2% | -4% | / | -17
33 | 0% | -2% | 3% | -1% | -17
34 | 0%[9.26 µM] | -1% | -2% | / | 13
35 | / | / | 2%[46.1 µM] | / | /
36 | 0% | 0% | -1% | / | 2
37 | 14% | -1% | 5% | -25% | -1
38 | -8% | ? | 19% | 0% | -8
39 | 3% | -4% | -1% | 0% | -2
40 | 1% | 3% | -5% | / | 3
41 | 1% | -2% | 9% | 3% | 16

Screening results as filed in PubChem.
